Compound activity as filed in PubChem BioAssay.
D2 ag – HTS Assay for Allosteric Agonists of the Human D2 Dopamine Receptor: Primary Screen for Agonists. hit rate 0.53% among 340,000. activation, % at 2 µM. HEK293 T-REx D2 cells, calcium flux agonist mode. AID 485358, 2010. D(2) dopamine receptor (Homo sapiens), P14416;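 active means activation over 3 SD above normal in the single-dose calcium agonist read, cut at about 30% in these data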; further: 0% is about no effect
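Tetracycline-induced HEK293 Trex cells with D2 receptor force-coupled to calcium signaling, plated overnight at 30 C and loaded with no-wash calcium dye. Calcium flux read kinetically for 180 s after compound addition; responses flag agonists.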
D1 agonist – Allosteric Agonists of the Human D1 Dopamine Receptor: qHTS; hit rate 1% among 360,000; HEK293 T-REx D1 cells, calcium flux, agonist mode; activation, % at 2 µM; AID 504660, 2011; further: 0% is about no effect
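Inducible HEK293 T-REx D1 cells, force-coupled to calcium signalling, were plated at 4000 cells/well with tetracycline and held overnight at 30 C. After no-wash calcium dye loading, compound-evoked calcium rise over 180 s flagged agonists.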
D1 potentiator – Potentiators of Human D1 Dopamine Receptor: qHTS; hit rate 0.036% among 360,000; potentiation, % at 10 µM; D(1A) dopamine receptor (Homo sapiens), P21728; HEK293 TREx D1 cells, calcium flux, dopamine EC20 potentiation; in the data active means potentiation above about 30%; further: 0% is about no effect
D2 PAM – HTS Assay for Positive Allosteric Modulators of the Human D2 Dopamine Receptor: Primary Screen for Potentiators; AID 485347, 2010; D(2) dopamine receptor (Homo sapiens), P14416; hit rate 0.34% among 340,000; potentiation, % at 10 µM; HEK293 T-REx D2, calcium flux, EC20 dopamine potentiation;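 active means potentiation over 3 SD above the plate norm, cut at about 30% in these data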; further: 0% is about no effect
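Potentiation of an EC20 dopamine calcium response measured kinetically over 180 s, after a preceding 180 s compound-only read flagging agonists. Cells: inducible Hek293 Trex D2 line, 4000/well, cultured overnight at 30 C before dye loading.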
TRHR agonist – qHTS for Small Molecule Agonists and Allosteric Enhancers of Human TRH Receptor: Primary Screen for Agonists; TRHR cells, calcium flux fluo-8, FDSS agonist mode; activation, % at 2 µM; hit rate 0.18% among 360,000; AID 493084, 2011; further: 0% is about no effect
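In this calcium-flux screen, cells bearing human TRHR are dye-loaded with fluo-8, baselined for 10 cycles, then exposed to library compounds; positive kinetic calcium responses during the agonist phase mark hits, with TRH as control.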
D2 antagonist – HTS Assay for Allosteric Antagonists of the Human D2 Dopamine Receptor: Primary Screen for Antagonists; D(2) dopamine receptor (Homo sapiens), P14416; HEK293 TREx D2 cells, calcium flux, dopamine EC80; inhibition, % at 10 µM; hit rate 2% among 340,000; AID 485344, 2010; in the data active means inhibition above about 30%; further: 0% is about no effect
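In this primary screen, negative modulation is detected by tracking calcium flux after an EC80 dopamine challenge in inducible HEK293 T-REx D2 cells preexposed to test compound for 180 s.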
TRHR PAM – qHTS for Small Molecule Agonists and Allosteric Enhancers of Human TRH Receptor: Primary Screen for Enhancers; TRHR cells, fluo-8 calcium fluorescence, EC20 TRH enhancement; enhancement, % at 2 µM; hit rate 0.66% among 360,000; Thyrotropin-releasing hormone receptor (Homo sapiens), P34981; in the data active means enhancement above about 30%; further: 0% is about no effect
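TRHR-expressing cells loaded with fluo-8 calcium dye were read kinetically (ex 480/em 530) during compound addition, then stimulated with an EC20 of TRH (10 nM final). Enhancement of the Gq-mediated intracellular calcium response was scored.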
RXFP1 antagonist – qHTS Assay for Antagonists of the Relaxin Receptor RXFP1. Relaxin receptor 1 (Homo sapiens), Q9HBX9. HEK293-RXFP1, relaxin-stimulated cAMP HTRF, 30 min; stronger effect = lower value. activity change, negative = inhibition, % at 57.5 µM. hit rate 0.59% among 350,000. AID 1259400, 2018;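 active means activity change of -60% or lower, but not beyond a set lower limit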; further: on the % scale 0 is the no-effect control and ±100 the full control effect
Target sequence (Q9HBX9 whole entry, looked up): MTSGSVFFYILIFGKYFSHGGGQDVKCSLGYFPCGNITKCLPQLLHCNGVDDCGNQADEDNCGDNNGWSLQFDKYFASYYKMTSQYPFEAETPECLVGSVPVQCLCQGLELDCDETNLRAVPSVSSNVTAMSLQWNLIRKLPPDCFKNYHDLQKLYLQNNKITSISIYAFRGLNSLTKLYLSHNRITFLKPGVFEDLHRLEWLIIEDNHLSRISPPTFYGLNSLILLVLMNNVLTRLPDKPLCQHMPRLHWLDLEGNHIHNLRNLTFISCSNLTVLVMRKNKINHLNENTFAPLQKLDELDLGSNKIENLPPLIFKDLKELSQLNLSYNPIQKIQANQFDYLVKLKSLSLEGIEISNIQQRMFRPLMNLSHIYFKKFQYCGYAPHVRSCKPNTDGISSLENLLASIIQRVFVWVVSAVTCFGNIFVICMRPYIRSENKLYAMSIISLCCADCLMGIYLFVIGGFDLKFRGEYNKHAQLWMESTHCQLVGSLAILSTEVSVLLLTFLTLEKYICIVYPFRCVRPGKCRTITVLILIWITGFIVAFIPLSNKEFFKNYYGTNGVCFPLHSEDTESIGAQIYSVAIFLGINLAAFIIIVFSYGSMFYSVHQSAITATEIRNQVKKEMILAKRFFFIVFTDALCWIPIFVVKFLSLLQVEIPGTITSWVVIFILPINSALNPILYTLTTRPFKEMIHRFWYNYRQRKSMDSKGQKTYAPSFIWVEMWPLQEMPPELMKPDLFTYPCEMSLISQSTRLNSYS
D1 antag – Antagonist of Human D 1 Dopamine Receptor: qHTS | D(1A) dopamine receptor (Homo sapiens), P21728 | hit rate 3.2% among 360,000 | activity change, negative = inhibition, % at 10 µM | HEK293 TREx D1 cells, calcium flux, dopamine EC80; stronger effect = lower value; in the data active means activity change below about -30%; further: on the % scale 0 is the no-effect control and ±100 the full control effect
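Kinetic fluorescence of a calcium dye serves as the read-out. D1-expressing Hek293 Trex cells, induced overnight at 30 C, are exposed to compound for 180 s before an EC80 dopamine addition, then read 180 s further.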
The depositor's hits bear a star; . = no result given; & = joins results of further samples. Unless noted, no stated cut-off is given here; in the data, active means activation above about 30%; inactive means the rest.

Value order: D1 potentiator	TRHR agonist	D2 ag	D1 agonist	D1 antag	D2 PAM	D2 antagonist	RXFP1 antagonist	TRHR PAM
> Cc1ccc(S(=O)(=O)N2C(=O)CCC2C(=O)O/N=C(\N)c2cccc([N+](=O)[O-])c2)cc1 (configuration not stated)
 : -2	-0.9	.	4	-23	.	.	1	-3
> Cc1nn(C(=O)c2ccco2)c(C)c1Sc1ccc(Br)cc1
 : -4	0.1	0.7	0	-4	13	14	-2	-1
> CCC(Oc1nc2ccccc2nc1-c1ccccc1NC(C)=O)C(=O)c1ccccc1 (configuration not stated)
 : 15	0.4	0.8	2	0	4	2	-8	-19
> C=CCn1cccc(C(=O)Nc2ccc(OC)c(Cl)c2)c1=O
 : -3	0.4	2.5	0	-7	4	1	-8	6
> O=C(NC1CCCCCCC1)C1CCN(c2nc3ccccc3o2)CC1
 : -1	-0.5	-0.8	14	-2	12	-19	0	-3
> CCc1nc(SCC(=O)N2CCCc3ccccc32)c2oc3ccccc3c2n1
 : 2	0.5	1.3	1	14	9	-9	-7	-4
> O=C(O)c1nn(CCOc2ccccc2F)c(=O)c2ccccc12
 : 2	-0.5	0.8	3	12	33*	-11	-6	-9
> CCOC(=O)C1(Cc2cccc(OC)c2)CCN(Cc2cnc(SC)nc2)CC1
 : -3	2.2	59*	4	-8	-19	93*	-13	-13
> CN1C(C(=O)c2ccccc2)=C(OC(=O)c2ccc(Br)cc2)c2ccccc2S1(=O)=O
 : 1	0.5	0.4	4	-1	3	.	-18	5
> COC(=O)c1ccc(C2CC(=O)Nc3cc(OC)c(OC)cc32)cc1 (configuration not stated)
 : 1	0.0	0.1	2	4	-5	-10	-1	-2
> S=C(c1cn(Cc2ccccc2)c2ccccc12)N1CCOCC1
 : 3	-0.5	-0.5	10	2	11	-15	-5	-5
> O=C(CN1CCNCC1)Nc1ccc(Oc2ccccc2)cc1
 : -1	1.0	0.0	6	-3	8	-27	4	3
> Cc1ccc(CS(=O)(=O)CCC(=O)NCCN2CCCC2)cc1
 : -1	1.4	0.3	2	-16	-8	-19	-16	1
> Cc1ncc(CN2CCN(C3CCCC3)C(CCO)C2)s1 (configuration not stated)
 : 2	0.1	-0.9	1	-4	-8	-12	-3	0
> CCOc1cccc(C(=O)Nc2cccc(NC(=O)c3ccco3)c2)c1
 : -8	0.3	0.1	3	-7	-7	2	-15	-8
> N#Cc1cc(Cl)c(N2CCOCC2)cc1C#N
 : -2	0.6	0.5	3	.	-7	7	-1	-3
> Cc1nnc2n1N=CC=C(c1ccccc1)S2
 : -2	-0.7	-0.1	1	-8	9	-15	-10	0
> COc1ccc(CN(C)CC(=O)NC(C)c2ccccc2)c(OC)c1 (configuration not stated)
 : 8	-1.0	0.3	1	-5	-12	-12	-10	4
> O=C(COC(=O)c1ccc(F)cc1)Nc1cc(S(=O)(=O)N2CCOCC2)ccc1N1CCCC1
 : 0	-0.6	1.9	0	-4	-14	4	-8	-1
> O=C(Cn1cccc1)N1CCN(C(c2ccccc2)c2ccccc2)CC1
 : 3	-2.1	.	-4	-14	.	.	10	-4
> COc1ccc(NS(=O)(=O)Cc2ccccc2Cl)cn1
 : -7	-0.3	-0.7	4	14	-5	-18	21	-1
> CCOC(=O)N1CCN(C(=O)C2CCCN(S(C)(=O)=O)C2)CC1 (configuration not stated)
 : -7	0.3	0.8	2	-11	-5	-6	3	2
> COc1ccc(/C(O)=C2/C(=O)C(=O)N(c3ccccn3)C2c2ccc(OC)c(OC)c2)cc1 (configuration not stated)
 : 7	0.3	0.0	0	-9	-1	3	-11	0
> CSc1ccc(C2CC(=O)Nc3c2c(=O)n(C)c(=O)n3C)cc1 (configuration not stated)
 : -8	0.6	5.7	4	-5	4	0	36	4
> CN(CC(=O)Nc1cccc(F)c1)C(=O)c1ccc(N2CCCCC2)c([N+](=O)[O-])c1
 : -10	-0.3	0.5	9	-5	-3	19	-11	0
> O=C(O)CCCNS(=O)(=O)c1cccc2nsnc12
 : -2	0.5	-0.6	-1	.	11	-4	-7	3
> COc1cccc(CNC(=O)c2ccc(-n3c(C)cc4c3CCC(C)C4)cc2)c1 (configuration not stated)
 : -1	-0.4	0.5	-2	-7	5	.	-9	13
> O=C1OCCC1Sc1nc(-c2ccccc2)cs1 (configuration not stated)
 : -1	0.2	-0.2	-2	-21	-11	-4	-2	24
> Cc1[nH]c(=O)[nH]c(=O)c1S(=O)(=O)N1CCN(c2ccccc2F)CC1
 : 2	0.3	1.1	4	-13	-10	8	-5	-5
> COc1ccc(NS(=O)(=O)c2cc(NC(=O)c3ccc(=O)[nH]n3)ccc2N2CCOCC2)cc1
 : -1	0.1	0.7	0	3	-5	11	7	-8
> COCc1c(CCl)cnc(C)c1O
 : -4	-0.5	0.1	0	0	-18	-1	-4	4
> Cc1cccc(N=c2c([N+](=O)[O-])nn(-c3ccc(Cl)cc3)n2O)c1
 : -3	0.9	0.6	6	5	2	10	0	-2
> CCN(CC)C1CCN(C(=O)CCn2nnnc2CN2CCOCC2)C1 (configuration not stated)
 : -5	0.4	9.2	0	4	9	-1	-2	11
> COc1ccc(CC(NC(C)=O)C(=O)NC2CCN(c3nc(C)cc(C)c3C#N)CC2)c(OC)c1 (configuration not stated)
 : -1	-0.3	0.4	3	14	-3	16	-1	-2
> CCCCN(CCNP(=O)(OCC)OCC)CP(=O)(OCC)OCC
 : 4	0.0	0.5	2	-1	4	1	-5	-10
> CCOC(=O)C1CCN(c2c(C(=O)c3ccc(C)cc3)cnc3ccc(F)cc23)CC1
 : 0	-0.3	-0.1	0	5	-1	.	.	6
> O=C(CSc1ncn[nH]1)Nc1nc(-c2cccc([N+](=O)[O-])c2)cs1
 : -5	-0.3	0.0	2	-1	4	11	-27	-6
> Cc1c(C(=O)NCc2ccccc2Br)oc2c1-c1[nH]ncc1CC2
 : -3	0.9	.	2	-10	-2	.	-17	6
> Cc1ccc(S(=O)(=O)N(C)c2ccccc2C(=O)Nc2ccc3c(c2)OCCO3)cc1
 : -10	-0.2	-1.1	0	10	7	-9	-1	1
> Cc1nc(SCc2ccc([N+](=O)[O-])cc2)n[nH]1
 : -6	-0.6	0.0	1	1	-9	-2	-73*	0
> N#Cc1ccccc1NC(=O)C(=O)NCC(c1ccc2c(c1)OCO2)N1CCOCC1 (configuration not stated)
 : -2	-0.1	-0.4	1	-10	-10	.	-13	-7
> O=c1cc[nH]c2c1ccc1cccnc12
 : -5	0.0	0.1	2	-5	-5	2	.	-2
> CCN1CCN(Cc2ccc(NC(=O)c3cc(NC(=O)c4cc5cccc(OC)c5o4)cc(OC)c3)cc2C(F)(F)F)CC1
 : -5	0.7	-0.7	3	-2	2	5	0	3
> Cc1c(C(=O)NCc2ccccc2)oc2c1-c1[nH]ncc1CC2
 : 0	-0.4	-0.8	-1	-9	1	.	-4	0
> CCCC(=O)Nc1ncnc2c1ncn2[C@@H]1O[C@@H]2OP(=O)(O)OC[C@H]2[C@H]1OC(=O)CCC
 : -4	0.9	0.5	0	-11	7	-5	.	-2
> Cc1ccc(NC(=O)COC(=O)c2ccccc2Cl)cc1S(=O)(=O)N(C)C
 : -4	-0.2	-1.3	3	-19	-3	-6	-18	-4
> COc1ccc(NS(=O)(=O)c2ccc3c(c2)N(C(C)=O)CCO3)c(OC)c1
 : 2	0.2	-0.1	4	0	-5	-6	-9	-5
> Cc1cc(F)ccc1S(=O)(=O)N1CCCOC1CNC(=O)C(=O)NCC(C)C (configuration not stated)
 : -5	0.0	0.8	1	-10	0	5	-7	-10
> COc1cc(C(=O)O/N=C(\N)c2ccccn2)cc(OC)c1OC
 : 2	0.4	-1.3	2	5	-15	-9	-2	3
> CC1(C)CC(=O)C2=C(C1)OC1=C(C(=O)CC(C)(C)C1)C2c1ccc(O)cc1O
 : 1	4.8	1.4	9	-2	-3	16	.	3
> Cc1ccc(Cn2c(SC(C)C(N)=O)nc3ccccc3c2=O)cc1 (configuration not stated)
 : -4	0.9	8.5	1	5	4	-7	-18	-5
> Cc1ccccc1N=C(NO)c1nonc1N
 : -2	-0.3	-0.4	6	-3	12	4	-22	-2
> CN(C)c1ccc(CNS(=O)(=O)c2ccc3c(c2)NC(=O)CS3)cc1
 : -5	1.4	-0.1	4	-8	-3	3	1	-6
> O=C(CNS(=O)(=O)N1CCOCC1)N/N=C/c1cccnc1
 : 0	0.6	0.5	3	-2	-14	-14	16	6
> CC(NC(=O)CSc1nc2c(cc1C#N)CN(C)CC2)c1ccccc1 (configuration not stated)
 : -3	1.4	0.3	3	1	-12	27	-25	-3
> COc1ccc(CNC(=O)C2(CC(=O)NC(C)(C)C)CCCC2)cc1
 : 2	0.7	0.1	1	0	-2	0	0	5
> O=C(NCc1cccc(F)c1)C1CCN(c2nn3cc(-c4ccc(F)cc4)nc3s2)CC1
 : 1	0.3	2.0	1	-6	4	.	-11	13
> Cc1cccc(N2CCN(C(=O)/C=C/c3ccco3)CC2)c1C
 : 1	-0.3	-0.3	0	-7	9	-11	-33	5
> CCCOC(=O)c1c(NC(=O)/C=C/c2cnn(C)c2C)sc(C(=O)OCC)c1C
 : 18	0.2	-0.1	4	-2	-3	14	13	-4
> O=C(C1CCN(c2ncnc3c2nc2n3CCCCC2)CC1)N1CCN(c2ccc(F)cc2)CC1
 : -8&-3	-1.8&-0.6	-0.1&-0.2	2&2	-7&-2	5&2	-23	12&-6	1&2
> CCOc1ccccc1C1CC(=O)Nc2c1c(=O)n(C)c(=O)n2C (configuration not stated)
 : -3	-0.3	-1.8	0	4	3	10	.	-2
> C=CCC(CC=C)(NC(=O)c1ccccc1)c1ccccc1
 : -10	1.1	-0.5	13	18	-2	2	-3	-2
> CCOCCCNC(=O)CSc1nnc(-c2ccc(S(=O)(=O)N3CCCC3)cc2)n1C
 : -5	1.3	0.9	3	6	0	-11	-1	-3

Record cards, as listed above. Screens in order: D1 potentiator | TRHR agonist | D2 ag | D1 agonist | D1 antag | D2 PAM | D2 antagonist | RXFP1 antagonist | TRHR PAM
CCOc1ccccc1C1CC(=O)Nc2c1c(=O)n(C)c(=O)n2C (configuration not stated) in the list: -3 | -0.3 | -1.8 | 0 | 4 | 3 | 10 | . | -2
Cc1ccc(NC(=O)COC(=O)c2ccccc2Cl)cc1S(=O)(=O)N(C)C in the list: -4 | -0.2 | -1.3 | 3 | -19 | -3 | -6 | -18 | -4
CCCCN(CCNP(=O)(OCC)OCC)CP(=O)(OCC)OCC in the list: 4 | 0.0 | 0.5 | 2 | -1 | 4 | 1 | -5 | -10
